GBA activity up: GBA activity enhancers in patient fibroblasts, primary screen, cell-based; AID 784, 2007; L444P Gaucher fibroblasts, 4-MU-glucoside fluorescence, 3 days; activation, % at 10 µM; hit rate 0.44% among 30,000; Lysosomal acid glucosylceramidase (Homo sapiens), P04062; in the data active = activation above about 65%;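 also: 0% = vehicle wells and 100% = positive control wells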
Target sequence (P04062 whole entry L483P): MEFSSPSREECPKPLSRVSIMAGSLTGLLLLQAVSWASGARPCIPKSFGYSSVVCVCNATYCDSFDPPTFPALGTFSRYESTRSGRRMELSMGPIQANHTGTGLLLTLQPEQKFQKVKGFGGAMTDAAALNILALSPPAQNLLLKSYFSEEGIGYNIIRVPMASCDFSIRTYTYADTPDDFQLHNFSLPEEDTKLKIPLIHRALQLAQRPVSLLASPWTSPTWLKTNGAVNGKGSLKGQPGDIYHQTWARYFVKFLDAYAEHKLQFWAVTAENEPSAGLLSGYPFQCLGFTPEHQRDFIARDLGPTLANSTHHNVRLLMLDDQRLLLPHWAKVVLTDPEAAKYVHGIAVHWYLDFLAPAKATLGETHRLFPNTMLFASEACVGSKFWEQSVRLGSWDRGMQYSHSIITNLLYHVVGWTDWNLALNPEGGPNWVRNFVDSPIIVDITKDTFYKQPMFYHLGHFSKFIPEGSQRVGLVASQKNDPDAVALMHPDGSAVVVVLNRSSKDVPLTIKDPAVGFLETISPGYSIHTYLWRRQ
* = called active by the depositor.

For CCOC(=O)C1CCCN(C(=O)CNC(=O)Cn2ccc3ccccc3c2=O)C1 (stereo not given) the results were GBA activity up 30.
For CCOc1ccc(NC(=O)c2ccccc2NC(=O)CN2CCN(C(C)=O)CC2)cc1 the results were GBA activity up -19.
For COc1ccc2c(c1)C(C)=CC(C)(C)N2C(=O)C(C)N1C(=O)c2ccccc2C1=O (stereo not given) the results were GBA activity up -14.
`O=C(CCS(=O)(=O)Cc1ccccc1)Nc1nc2c(s1)CCCC2` gave GBA activity up -15.
For COC(=O)C1=C(C)NC(=O)C1(NC(=O)CN1CCCC1=O)C(F)(F)F (stereo not given) the results were GBA activity up -14.
Screening COCCN(CCOC)S(=O)(=O)c1ccc(C(=O)NCCCN2CCOCC2)cc1 returned GBA activity up -14.
CSc1nsc(SC)c1C(=O)N1CCN(S(=O)(=O)c2ccc(C)cc2)C1C (stereo not given) was read as GBA activity up -8.
`CCOC(=O)c1cc2sccc2n1CC(=O)Nc1ccc2c(c1)OCCO2` gave GBA activity up -27.
COc1ccccc1CNC(=O)CCN1C(=O)COc2ccc(C)cc21 was read as GBA activity up -16.
Screening Fc1ccccc1CSc1nnnn1-c1ccc2c(c1)OCO2 returned GBA activity up 6.
Screening Cc1cc(C)cc(Nc2ccc(C(=O)O)cc2N)c1 returned GBA activity up -7.
`Cc1cccc(NC(=O)c2cc(NC(=O)c3ccco3)ccc2N2CCCCC2)c1` gave GBA activity up -8.
O=C(NCCCN1CCOCC1)c1cc2c(s1)CCCC2 was read as GBA activity up 4.
For c1ccc(N2CCN(c3ncnc4scc(-c5cccs5)c34)CC2)cc1 the results were GBA activity up -28.
`COc1ccc2[nH]c(=O)c(CN(CCO)S(=O)(=O)c3ccc4c(c3)OCCO4)cc2c1` gave GBA activity up -31.
For Cc1cc(C)c2cc(CN(CC3CCCO3)S(=O)(=O)c3ccc4c(c3)OCCO4)c(=O)[nH]c2c1 (stereo not given) the results were GBA activity up -45.
COc1ccccc1CNCc1cccs1 was read as GBA activity up -7.
For Cn1c(CCN2CCN(c3ccc(F)cc3)CC2)nc2cc(NC(=O)c3ccco3)ccc21 the results were GBA activity up 7.
Screening Cc1cc(Nc2cccc(C(F)(F)F)c2)n2nc(C)nc2n1 returned GBA activity up 0.
For CC(C)OC(=O)CSc1nnc(-c2ccc(C(C)(C)C)cc2)n1N the results were GBA activity up -6.
For CN1/C(=C/C(=O)c2nc(S(C)(=O)=O)ncc2Cl)C(C)(C)c2ccccc21 the results were GBA activity up 11.
For Cc1ccc(C(C(=O)NC2CCCC2)N(C(=O)c2csnn2)C2CCCC2)o1 (stereo not given) the results were GBA activity up -4.
For CCCS(=O)(=O)c1nc(S(=O)(=O)c2ccc(C)cc2)c(NCCN2CCOCC2)s1 the results were GBA activity up -12.
Screening CCC1Oc2ccc(C)cc2N(CC(=O)NCCCN2CCCCC2CC)C1=O (stereo not given) returned GBA activity up -34.
`COc1ccc(OC)c(S(=O)(=O)NC2CCN(Cc3ccccc3)CC2)c1` gave GBA activity up -15.
For O=C(CSc1nnc(-c2cccs2)n1-c1ccccc1)c1ccc2c(c1)OCCO2 the results were GBA activity up -50.
Screening COC(=O)c1c(C(=O)OC)c2n(c1C)Cc1ccccc1C2 returned GBA activity up -23.
For COc1ccccc1C1SCCN1S(=O)(=O)c1cccc(C(F)(F)F)c1 (stereo not given) the results were GBA activity up 4.
Screening Cc1cccc(Cn2c(NCC(C)O)nc3c2c(=O)n(C)c(=O)n3C)c1 (stereo not given) returned GBA activity up -16.
For O=C(Nc1c(C(=O)N2CCCCC2)cnn1-c1ccccc1)c1ccco1 the results were GBA activity up -14.
`O=C(CSc1nnc(-c2cccnc2)n1-c1ccccc1)NCc1ccc2c(c1)OCO2` gave GBA activity up 2.
Screening Cc1cc(NC(=O)CN2CCN(c3ccccc3O)CC2)no1 returned GBA activity up 7.
`CCOC(=O)c1c(NC(=O)CSc2nnc(-c3cccnc3)o2)sc(C(C)=O)c1C` gave GBA activity up 0.
For COc1ccc(CNC(=O)c2ccc(N3CCCC3=O)cc2)cc1 the results were GBA activity up -11.
For O=c1[nH]c2ccccc2n1CCCN1CCN(C(c2ccccc2)c2ccccc2)CC1 the results were GBA activity up -46.
O=c1[nH]c2c(n(C3CCCCC3)c1=O)CCC2 was read as GBA activity up 5.
`Cn1nc(C(=O)Nc2cccnc2)c2ccccc2c1=O` gave GBA activity up -59.
For Cc1cc(C)nc(N2CCCC(C(=O)NCc3cccc(C(F)(F)F)c3)C2)n1 (stereo not given) the results were GBA activity up -40.
`CC1c2nc3ccccc3n2C(CC(=O)NCc2ccccn2)C(=O)N1Cc1ccccc1` (stereo not given) gave GBA activity up 15.
Screening COc1ccc2[nH]c3c(c2c1)CCn1c-3nc2ccccc2c1=O returned GBA activity up 2.
Cc1cc(NC(=O)CCCN2C(=O)c3cccnc3C2=O)no1 was read as GBA activity up -5.
COCCOC(=O)C(C#N)c1nc2ccccc2nc1N1CCN(Cc2ccccc2)CC1 (stereo not given) was read as GBA activity up 6.
For CC1CN(C(=O)c2cc(F)c(F)cc2Cl)CC(C)O1 (stereo not given) the results were GBA activity up 3.
COc1ccc(CN(C(=O)CNC(=O)c2ccco2)C(C(=O)NC2CCCC2)c2ccco2)cc1 (stereo not given) was read as GBA activity up -16.
For CCc1nnc(NC(=O)CSc2nnc(CNc3cccc(C)c3)n2-c2ccccc2)s1 the results were GBA activity up -26.
Screening O=C(Nc1cccnc1)c1cc2c(ccc3ccccc32)o1 returned GBA activity up -35.
O=S(=O)(NCCSc1nnnn1-c1ccccc1)c1cccs1 was read as GBA activity up -38.
`COc1ccc(-c2noc(CN3CCOCC3)n2)cc1OC` gave GBA activity up -4.
Screening CCOC(NC(=O)c1ccccc1)C(NC(=O)c1ccccc1)OCC (stereo not given) returned GBA activity up -4.
O=C(CCc1nc2ccccc2s1)N1CCN(S(=O)(=O)c2cccs2)CC1 was read as GBA activity up -6.
CCCCSc1nnc(-c2ccc(C)cc2)o1 was read as GBA activity up 66*.
Screening O=C(O)C1CC=CCC1C(=O)Nc1ccccc1Cl (stereo not given) returned GBA activity up -38.
`Cc1cc(C(=O)COc2nncc3ccccc23)c(C)n1C` gave GBA activity up -12.
`c1ccc2[nH]c(SCc3cscn3)nc2c1` gave GBA activity up -14.
For Cc1cc(N2CCN(C)CC2)nc2ccc(NC(=O)CCC(=O)NCCC3=CCCCC3)cc12 the results were GBA activity up -3.
For O=C(c1cc2cc3ccc(Cl)cc3nc2o1)N1CCN(Cc2ccc3c(c2)OCO3)CC1 the results were GBA activity up -18.
`CCC(C)(C(=O)NC1CCCCC1)N(Cc1ccco1)C(=O)CC1NC(=O)NC1=O` (stereo not given) gave GBA activity up -26.
Screening Cc1cc(=O)oc2cc(OCC(=O)OCC(=O)N3CCc4ccccc43)ccc12 returned GBA activity up -5.
For Cc1ccc(S(=O)(=O)Nc2ccc(S(=O)(=O)N3CCCC3)cc2)cc1 the results were GBA activity up -7.
CCC1CCCCN1C(=O)COC(=O)c1ccc(S(=O)(=O)N2CCOCC2)cc1 (stereo not given) was read as GBA activity up 0.
Screening O=C(Nc1nc(-c2cccs2)cs1)c1ccc(S(=O)(=O)N2CCCC2)cc1 returned GBA activity up 2.
`COc1cc(Cl)c(C)cc1NC(=O)CSc1nnc(-c2ccccn2)n1Cc1ccco1` gave GBA activity up -12.
`O=C(NCc1cccs1)c1nc2c(nnn2Cc2ccc(F)cc2)c(=O)[nH]1` gave GBA activity up 41.
Screening O=C(CN1CCOCC1)NC1CC2CCC1C2 (stereo not given) returned GBA activity up -50.
For COC(F)(C(=O)Nc1ccc2c(c1)C(=O)NC2=O)C(F)(F)F (stereo not given) the results were GBA activity up 13.
COc1ccccc1Nc1nc(C)cc(=O)[nH]1 was read as GBA activity up -33.
`CCC(=O)Nc1ccc(-c2nnc(SCC(=O)Nc3nccs3)n2C)cc1` gave GBA activity up -8.
For COc1ccc(CNC(=O)Cn2nc(-c3ccc4c(c3)OCCO4)ccc2=O)cc1 the results were GBA activity up -6.
Screening O=C1NCC(CN(c2ccccc2)c2ccccc2)O1 (stereo not given) returned GBA activity up -15.
`CC(=O)N1CCCc2cc(S(=O)(=O)N3CCN(c4ccccn4)CC3)ccc21` gave GBA activity up -9.
`Cc1sc(CO)c(Sc2ccccc2)c1C(=O)O` gave GBA activity up -28.
`CCN=C1SC(C(=O)Nc2cccc(C(=O)O)c2)CC(=O)N1CC` (stereo not given) gave GBA activity up -5.
Screening CCCNC(=O)Cc1ncn[nH]1 returned GBA activity up -11.
O=C(Cn1cnc2c(nnn2Cc2ccc(F)cc2)c1=O)N1CCN(c2ccccc2)CC1 was read as GBA activity up -12.
For O=C(NC(Cc1ccccc1)C(=O)O)c1ccccc1 (stereo not given) the results were GBA activity up -16.
For COc1ccccc1CNS(=O)(=O)c1cccc(S(=O)(=O)N2CCOCC2)c1 the results were GBA activity up 0.
For COc1cccc(C2c3c(oc4ccc(Cl)cc4c3=O)C(=O)N2c2cc(C)on2)c1OC (stereo not given) the results were GBA activity up -52.
Screening COc1ccccc1CN(Cc1cc2cc(C)cc(C)c2[nH]c1=O)Cc1nnnn1CC1CCCO1 (stereo not given) returned GBA activity up 12.
S=c1[nH]c2ncccc2o1 was read as GBA activity up -17.
O=C(NCCCN1CCCC1=O)c1ccc(CNS(=O)(=O)c2ccc(F)cc2)cc1 was read as GBA activity up -37.
CCOC(=O)C1CCCN(C(=O)c2ccc3c(c2)OCO3)C1 (stereo not given) was read as GBA activity up 2.
`CC1(C)CC(NS(=O)(=O)c2ccccc2)CC(C)(C)N1` gave GBA activity up -26.
`Cn1c2ccccc2c2cnn(CC(=O)N3CCN(c4ncccn4)CC3)c(=O)c21` gave GBA activity up -11.
`COC(=O)c1cc(Br)c(=O)n(-c2ccccc2OC)c1` gave GBA activity up -33.
Screening CCN1CCN(C(=O)C2c3cc(OC)c(OC)cc3C(=O)N3CCc4ccccc4C23)CC1 (stereo not given) returned GBA activity up -39.
Screening Cc1cccc2cc(CN(Cc3ccco3)S(=O)(=O)c3ccc4c(c3)OCCO4)c(=O)[nH]c12 returned GBA activity up -23.
For Cc1ccc2ncnc(NCCCN3CCOCC3)c2c1 the results were GBA activity up -27.
For Cc1cc(C)n(-c2ccc(C(=O)Nc3nc4ccccc4s3)cc2)n1 the results were GBA activity up 4.
For N#Cc1ccsc1NC(=O)c1cnccn1 the results were GBA activity up -18.
For O=C1OC(c2ccccc2)=C/C1=C\N1CCOCC1 the results were GBA activity up 1.
For CC(=O)C1=C(O)C(=O)N(CCN2CCOCC2)C1c1ccccc1 (stereo not given) the results were GBA activity up -4.
Screening COc1ccc(C(C)=O)cc1CN1C(=O)C(C)N(c2ccc(C)cc2)C1=O (stereo not given) returned GBA activity up -5.
For c1coc(Cn2c(SCc3nc4ccccc4[nH]3)nnc2-c2cccs2)c1 the results were GBA activity up -47.
Screening c1ccc(OCCCn2nnc(-c3cccnc3)n2)cc1 returned GBA activity up 6.
CCOc1cc(S(=O)(=O)N2CCCCC2)ccc1Cl was read as GBA activity up -24.
`O=C(NCC1CCCO1)C1c2ccccc2C(=O)N1C1CCCCCCC1` (stereo not given) gave GBA activity up -15.
`CCCCCCn1ccc(=N)cc1` gave GBA activity up -66.
For CC(C)C(=O)N(Cc1ccc2c(c1)OCO2)Cc1ccccn1 the results were GBA activity up -10.
`CCOC(=O)c1c(C)[nH]c(C(=O)Cn2nnc(-c3ccccc3)n2)c1C` gave GBA activity up -29.
`Clc1ccc(Cn2ncc3c(N4CCCC4)ncnc32)cc1` gave GBA activity up -22.
`O=C(Cn1cc(C(=O)c2cccs2)c2ccccc21)NCc1cccs1` gave GBA activity up 6.

Of the compounds above, 18 have two or more sulfur atoms:
`O=C(CCS(=O)(=O)Cc1ccccc1)Nc1nc2c(s1)CCCC2` gave GBA activity up -15.
CSc1nsc(SC)c1C(=O)N1CCN(S(=O)(=O)c2ccc(C)cc2)C1C (stereo not given) was read as GBA activity up -8.
For c1ccc(N2CCN(c3ncnc4scc(-c5cccs5)c34)CC2)cc1 the results were GBA activity up -28.
For CCCS(=O)(=O)c1nc(S(=O)(=O)c2ccc(C)cc2)c(NCCN2CCOCC2)s1 the results were GBA activity up -12.
For O=C(CSc1nnc(-c2cccs2)n1-c1ccccc1)c1ccc2c(c1)OCCO2 the results were GBA activity up -50.
For COc1ccccc1C1SCCN1S(=O)(=O)c1cccc(C(F)(F)F)c1 (stereo not given) the results were GBA activity up 4.
`CCOC(=O)c1c(NC(=O)CSc2nnc(-c3cccnc3)o2)sc(C(C)=O)c1C` gave GBA activity up 0.
For CCc1nnc(NC(=O)CSc2nnc(CNc3cccc(C)c3)n2-c2ccccc2)s1 the results were GBA activity up -26.
O=S(=O)(NCCSc1nnnn1-c1ccccc1)c1cccs1 was read as GBA activity up -38.
O=C(CCc1nc2ccccc2s1)N1CCN(S(=O)(=O)c2cccs2)CC1 was read as GBA activity up -6.
`c1ccc2[nH]c(SCc3cscn3)nc2c1` gave GBA activity up -14.
For Cc1ccc(S(=O)(=O)Nc2ccc(S(=O)(=O)N3CCCC3)cc2)cc1 the results were GBA activity up -7.
Screening O=C(Nc1nc(-c2cccs2)cs1)c1ccc(S(=O)(=O)N2CCCC2)cc1 returned GBA activity up 2.
`CCC(=O)Nc1ccc(-c2nnc(SCC(=O)Nc3nccs3)n2C)cc1` gave GBA activity up -8.
`Cc1sc(CO)c(Sc2ccccc2)c1C(=O)O` gave GBA activity up -28.
For COc1ccccc1CNS(=O)(=O)c1cccc(S(=O)(=O)N2CCOCC2)c1 the results were GBA activity up 0.
For c1coc(Cn2c(SCc3nc4ccccc4[nH]3)nnc2-c2cccs2)c1 the results were GBA activity up -47.
`O=C(Cn1cc(C(=O)c2cccs2)c2ccccc21)NCc1cccs1` gave GBA activity up 6.

Of the compounds above, these contain a cyano group:
COCCOC(=O)C(C#N)c1nc2ccccc2nc1N1CCN(Cc2ccccc2)CC1 (stereo not given) was read as GBA activity up 6.
For N#Cc1ccsc1NC(=O)c1cnccn1 the results were GBA activity up -18.

Screens from PubChem.

Not all compounds are listed, so the mix of outcomes need not match the whole.
